Bioassay records deposited in PubChem BioAssay by several laboratories.
HIV RNase H inh = inhibitors of HIV-1 reverse transcriptase RNase H | P04585 | RT-RNase H RNA/DNA duplex cleavage, fluorescence | inhibition, % at 10 µM | actives 1.9% (n = 65,000) | AID 565; in the data active = inhibition above about 50%
RmlCD inh mix = RmlC/RmlD inhibition, mixture screen; RmlC/RmlD coupled enzyme inhibition, 384-well mixture HTS; inhibition, % at 5.5 µM; actives 0.39% (n = 110,000); AID 1532; in the data active = inhibition above about 30%, passing the limit was not always enough; note: strong numbers were not always called active
* = called active by the depositor.

Screening CC(C)(C)CN1C(=O)C(=O)NC[C@H]1Cc1ccc(O)cc1 returned RmlCD inh mix 3.6.
For CCOC(=O)C1=C(C)OC(N)=C(C(=O)OCC)C1c1ccncc1 (stereo unspecified) the results were HIV RNase H inh -3.0 and RmlCD inh mix 2.7.
COc1cccc(CN2CCN(C(=O)c3cccs3)CC2)c1OC was read as HIV RNase H inh -15.4 and RmlCD inh mix -11.1.
For O=C(NCCc1ccccc1)C1c2ccccc2C(=O)N1C1CC1 (stereo unspecified) the results were HIV RNase H inh -1.2 and RmlCD inh mix -13.1.
`COC(=O)/C=c1\sc2n(c1=O)C(C)=CC(C)(C)N=2` gave HIV RNase H inh 5.9 and RmlCD inh mix -10.5.
For O=C(Nc1cccc2ccccc12)c1cn(-c2ccccc2)nc1-c1cccs1 the results were RmlCD inh mix -13.3.
`CC(=O)c1cc(C)ccc1OC(=O)CCN1C(=O)C2C3c4ccccc4C(c4ccccc43)C2C1=O` (stereo unspecified) gave RmlCD inh mix -4.1.
For C=CCn1c(SCC(=O)NCC(=O)OCC)nnc1-c1cccc(OC)c1 the results were HIV RNase H inh -5.0 and RmlCD inh mix -38.1.
`O=c1cc[nH]c2cc(C(F)(F)F)ccc12` gave HIV RNase H inh -0.7 and RmlCD inh mix 9.9.
Screening CCOC(=O)CC(C#N)c1c[nH]c2ccccc12 (stereo unspecified) returned HIV RNase H inh 30.9 and RmlCD inh mix -4.7.
Screening Cc1noc(C(=O)NCc2cccnc2)c1Cl returned HIV RNase H inh -7.7 and RmlCD inh mix 20.1.
For O=C1CN(C(=O)c2cnccn2)c2ccccc2N1 the results were HIV RNase H inh 3.0 and RmlCD inh mix 38.8.
Screening c1ccc2c(c1)ncn2CCCCOc1ccc2c(c1)CCC2 returned RmlCD inh mix 41.4.
For Cc1cccc(Nc2nnc(C)c(=O)n2N)c1 the results were RmlCD inh mix -9.4.
`O=C(CSc1nnc(-c2ccccn2)n1Cc1ccccc1)NC1CCCC1` gave HIV RNase H inh 0.8.

Filtered by structure: the compounds so far with a carbonyl joined to an NH by a bond outside any ring.
For O=C(NCCc1ccccc1)C1c2ccccc2C(=O)N1C1CC1 (stereo unspecified) the results were HIV RNase H inh -1.2 and RmlCD inh mix -13.1.
For O=C(Nc1cccc2ccccc12)c1cn(-c2ccccc2)nc1-c1cccs1 the results were RmlCD inh mix -13.3.
For C=CCn1c(SCC(=O)NCC(=O)OCC)nnc1-c1cccc(OC)c1 the results were HIV RNase H inh -5.0 and RmlCD inh mix -38.1.
Screening Cc1noc(C(=O)NCc2cccnc2)c1Cl returned HIV RNase H inh -7.7 and RmlCD inh mix 20.1.
`O=C(CSc1nnc(-c2ccccn2)n1Cc1ccccc1)NC1CCCC1` gave HIV RNase H inh 0.8.

Additional records follow.
Cc1nn(CC(=O)NCCN2CCOCC2)c(=O)c2ccccc12 was read as HIV RNase H inh 4.3 and RmlCD inh mix 8.2.
For O=S(=O)(Nc1nccs1)c1ccc(NS(=O)(=O)c2cccs2)cc1 the results were HIV RNase H inh 3.6 and RmlCD inh mix 3.5.
CCN(CC)C(=O)CSc1nnc(CCNC(=O)OC(C)(C)C)o1 was read as HIV RNase H inh 1.8 and RmlCD inh mix 2.8.
Screening Cn1c(=O)oc2cc(S(=O)(=O)N3CCC(C(=O)N4CCN(c5ccccc5)CC4)CC3)ccc21 returned HIV RNase H inh -6.7 and RmlCD inh mix 3.5.
`Cc1ccc(CNC(=O)C2(NC(=O)Nc3ccc(C)cc3)CCCCC2)cc1` gave RmlCD inh mix -9.8.
Screening NC(=O)C1CCN(C(=O)c2ccc(Oc3ccccc3)cc2)CC1 returned RmlCD inh mix 6.0.
For O=C(O)C1=C[C@H](c2ccccc2)C[C@H](OCc2ccc(CO)cc2)O1 the results were RmlCD inh mix -0.9.
`CCSc1ccccc1C(=O)Nc1cccc(OC)c1` gave HIV RNase H inh -5.2 and RmlCD inh mix 6.9.
For COCc1cc(=O)n2[nH]c(C)cc2n1 the results were HIV RNase H inh 27.1 and RmlCD inh mix -7.3.
`CCC1(CC)C(=O)C2=C3C1[C@H](C(=O)OC)CC(C(=O)OC)C[C@H]3n1c(=O)n(C)c(=O)n1[C@H]2C` (stereo partly specified) gave RmlCD inh mix 5.1.
For CCO[C@H]1OC(C(=O)O)=C[C@@H](c2ccc(C(F)(F)F)cc2)[C@@H]1CCCO the results were RmlCD inh mix -9.3.
Screening Cc1cc(Cl)ccc1Oc1nc(-c2ccccc2)ncc1S(C)(=O)=O returned RmlCD inh mix 11.6.
Cc1cccc(C)c1N1CCN(S(=O)(=O)c2ccc(F)cc2)CC1 was read as HIV RNase H inh -5.4 and RmlCD inh mix -11.5.
Screening CCOc1cc(N2CCOCC2)c(OCC)cc1NC(=O)Cc1cn2ccsc2n1 returned HIV RNase H inh -1.7 and RmlCD inh mix 11.3.
`N#Cc1c(N)nc2c3c(sc(=N)c2c1N)NC(=O)CC3c1ccccc1Cl` (stereo unspecified) gave RmlCD inh mix 107.6.
`c1ccc(C(Cc2nc(-c3cccnc3)no2)c2ccccc2)cc1` gave HIV RNase H inh -18.8 and RmlCD inh mix 0.0.
`CCC(=NCCN1CCNCC1)C1=C(O)CC(C)(C)CC1=O` gave HIV RNase H inh -6.6 and RmlCD inh mix 3.7.
`CCOC(=O)c1ccc2c(c1)C1C=CCC1C(C(=O)O)N2` (stereo unspecified) gave HIV RNase H inh 52.4* and RmlCD inh mix 1.1.
`COc1ccc(-c2nnc(SCCC(=O)O)n2-c2ccccc2)cc1OC` gave RmlCD inh mix 8.0.
`CCOC(=O)N1CCN(CCC(=O)Nc2ccccc2OC)CC1` gave RmlCD inh mix -7.4.
For Cn1c(SCCOc2ccccc2Cl)nnc1-c1cccs1 the results were RmlCD inh mix 19.4.
For O=S(=O)(Cc1ccccc1)N1CCN(Cc2ccccc2)CC1 the results were HIV RNase H inh -15.9 and RmlCD inh mix -13.2.
CCOc1ccc(-n2c(C)nc3cc(C(=O)NCCN4CCOCC4)ccc32)cc1 was read as RmlCD inh mix 2.8.
Screening COc1cc(C(=O)OCCCN2CCCN(CCCOC(=O)c3cc(OC)c(OC)c(OC)c3)CC2)cc(OC)c1OC returned RmlCD inh mix 12.6.
`COc1ccc(C2C(C(=O)N3CCN(C)CC3)c3ccccc3C(=O)N2C2CCCCC2)cc1` (stereo unspecified) gave HIV RNase H inh 5.4 and RmlCD inh mix -7.4.
Screening CCOC(=O)N1CCC(NC(=O)c2cnn3c2NC(c2ccco2)CC3C(F)(F)F)CC1 (stereo unspecified) returned HIV RNase H inh 0.9 and RmlCD inh mix 13.6.
Screening O=[N+]([O-])c1cccc(C(=Nc2ccccc2Cl)NO)c1 returned RmlCD inh mix -4.2.
CCOc1cc(C=O)ccc1OCCCN1C(=O)NC(C)(C)C1=O was read as RmlCD inh mix -10.4.
CCOC(=O)Cn1nc(/C=C/c2ccc(C)cc2)ccc1=O was read as RmlCD inh mix -7.3.
Nc1nnc(SCc2cccc(C(F)(F)F)c2)s1 was read as HIV RNase H inh -14.7 and RmlCD inh mix -0.2.

The last four entries of the section above come first, to join the parts.
Screening O=[N+]([O-])c1cccc(C(=Nc2ccccc2Cl)NO)c1 returned RmlCD inh mix -4.2.
CCOc1cc(C=O)ccc1OCCCN1C(=O)NC(C)(C)C1=O was read as RmlCD inh mix -10.4.
CCOC(=O)Cn1nc(/C=C/c2ccc(C)cc2)ccc1=O was read as RmlCD inh mix -7.3.
Nc1nnc(SCc2cccc(C(F)(F)F)c2)s1 was read as HIV RNase H inh -14.7 and RmlCD inh mix -0.2.
O=C(C1CCN(S(=O)(=O)c2cccnc2)CC1)N1CCN(c2ccccc2Cl)CC1 was read as HIV RNase H inh -16.4 and RmlCD inh mix 4.9.
`Cc1ccc(NC(=O)CCNS(=O)(=O)c2ccc3c(c2)oc(=O)n3C)cc1` gave HIV RNase H inh 2.0 and RmlCD inh mix -12.5.
For Cc1ccc(NC(=O)c2onc(C)c2Cl)cc1 the results were RmlCD inh mix -13.1.
`Cc1cc(C)nc(NC(=O)CSc2nn(C)c(=S)s2)n1` gave HIV RNase H inh 24.1 and RmlCD inh mix 10.3.
For CC(=O)Nc1ccc(N/C=C/C(=O)C(C)(C)C)cc1 the results were HIV RNase H inh 2.5 and RmlCD inh mix 17.2.
Screening CCOC(=O)[C@@H]1[C@H]2COc3ccccc3[C@@H]2N2C(=O)N(c3ccc(OC)cc3)C(=O)[C@]12C returned RmlCD inh mix -16.2.
For Cc1nc(NCc2ccc3c(c2)OCO3)c2oc3ccccc3c2n1 the results were HIV RNase H inh -15.3 and RmlCD inh mix 8.8.
Screening CCNC(=O)CCc1nc(-c2ccc(C(C)(C)C)cc2)no1 returned HIV RNase H inh 7.4 and RmlCD inh mix 6.6.
`CCCCCCNC(=O)CSc1nccn1Cc1ccccc1` gave RmlCD inh mix 6.9.
Screening CCOC(=O)c1sc(NC(=O)c2ccc(C)o2)nc1C returned HIV RNase H inh -6.7 and RmlCD inh mix 3.2.
Screening C1=C(N2CCOCC2)/C(=C/c2nc3ccccc3[nH]2)CC1 returned HIV RNase H inh 10.1 and RmlCD inh mix 6.2.
CCOC(=O)N1CCC(NC(=O)c2cc(C(=O)Nc3cccc(OC)c3)ccc2CO)CC1 was read as HIV RNase H inh -19.6 and RmlCD inh mix 1.9.
Screening Brc1ccccc1-c1nnc(CSc2nnnn2-c2ccccc2)o1 returned HIV RNase H inh -98.8 and RmlCD inh mix 11.6.
For COc1ccccc1CNS(=O)(=O)c1c(C)[nH]c(=O)[nH]c1=O the results were RmlCD inh mix 4.1.
`NC(=O)NC(=O)CSc1nc(-c2ccccc2)c(-c2ccccc2)n1CC1CCCO1` (stereo unspecified) gave RmlCD inh mix 4.8.
O=C(c1nc2ncccn2n1)N1CCc2ccccc2C1 was read as HIV RNase H inh -0.3.
CCCN(CCC)C(=O)CCS(=O)(=O)c1cccc2nsnc12 was read as HIV RNase H inh -4.5 and RmlCD inh mix -18.4.
CSc1nc(SCC(=O)NCc2ccco2)c2c3c(sc2n1)CN(C)CC3 was read as HIV RNase H inh 10.5 and RmlCD inh mix -16.6.
`CCCCn1nnnc1SCC(=O)N1CCCC1` gave RmlCD inh mix 1.6.
`CC(=O)NC1C(c2nc3ccccc3s2)=C(c2ccccc2)C(=O)N1c1ccc(C)cc1` (stereo unspecified) gave RmlCD inh mix -5.7.
Screening CC(=O)c1ccc([C@@H]2C[C@]34CN(Cc5cccc(C(F)(F)F)c5)S(=O)(=O)[C@H]3C[C@H]2O4)cc1 returned RmlCD inh mix -3.0.
`Cc1ccc(S(=O)(=O)NCCCCCC(=O)N(C)C)cc1` gave HIV RNase H inh -12.9 and RmlCD inh mix 12.7.
For Cn1c(SCC(=O)NCc2ccco2)nc2ccccc2c1=O the results were HIV RNase H inh -25.2 and RmlCD inh mix 5.1.
For COc1cc(C(=O)NC2CC3CCCC(C2)N3CC(=O)Nc2ccccc2)cc(OC)c1OC (stereo unspecified) the results were HIV RNase H inh 9.3 and RmlCD inh mix 8.2.
Screening O=C(NCCc1c[nH]c2ccccc12)c1cc(S(=O)(=O)N2CCCCC2)ccc1N1CCOCC1 returned HIV RNase H inh 0.2 and RmlCD inh mix 83.9.
`O=C(O)c1ccc(CSCc2ccccc2F)o1` gave HIV RNase H inh -14.7 and RmlCD inh mix -11.2.
Screening Cc1cc(NC(=O)COC(=O)CCCOc2ccc(Cl)cc2C)no1 returned HIV RNase H inh 9.1 and RmlCD inh mix -16.1.
For CCC1CCCCN1C(=O)COc1cc(=O)n(C)c2ccccc12 (stereo unspecified) the results were HIV RNase H inh -21.1 and RmlCD inh mix 9.9.
For COC(=O)CSc1nnc(SCc2ccc(Cl)cc2)s1 the results were RmlCD inh mix 5.6.
For Cc1cccc(CCNC(=O)C2CCC(=O)N2Cc2ccc(F)cc2)c1 (stereo unspecified) the results were RmlCD inh mix 1.9.
For Cc1cc(NC(=O)CSc2nnc(-c3ccco3)n2Cc2ccccc2)no1 the results were RmlCD inh mix -10.6.
For CC(C)NC(=O)NS(=O)(=O)c1cnccc1NC1CC2CCC1C2 (stereo unspecified) the results were RmlCD inh mix -15.8.
COC(=O)c1cc(OC)c(OC)cc1NC(=S)N1CCCCC1 was read as RmlCD inh mix 7.3.
Screening CCN1CCN(C(=O)CCc2nc3ccccc3c(=O)[nH]2)CC1 returned RmlCD inh mix -2.5.
O=C(O)c1cnn2c1NC(c1ccc(F)cc1)CC2C(F)(F)F (stereo unspecified) was read as HIV RNase H inh -2.6 and RmlCD inh mix 9.1.
Screening C/C(=C\c1ccccc1)CN(C)CCN(C)C returned RmlCD inh mix 9.9.
`Cn1nccc1C(=O)Nn1cnnc1` gave HIV RNase H inh -2.8.
`COc1ccc(C(=O)Nn2cnnc2)c(OC)c1` gave RmlCD inh mix -12.7.
Screening COc1ccc(C2=NOC(C(=O)NC(C)(C)C)C2)cc1 (stereo unspecified) returned HIV RNase H inh 0.9 and RmlCD inh mix 2.1.
`Cc1cc(NC(=O)CSc2ccc3nnc(-c4ccccc4)n3n2)no1` gave HIV RNase H inh 2.7 and RmlCD inh mix 12.9.
`CCn1c(SCC(=O)Nc2ccc(OCc3ccccc3)cc2)nnc1-c1ccco1` gave HIV RNase H inh 6.7 and RmlCD inh mix -68.7.
Screening Cc1[nH]c2ccccc2c1C(=O)CN1CCC2(CC1)OCCO2 returned RmlCD inh mix -6.6.
CCn1c(COc2ccc(C)cc2)nnc1SCC(=O)Nc1cc(OC)ccc1OC was read as HIV RNase H inh -23.7 and RmlCD inh mix -14.6.
For O=C(/C=C\Nc1ccccn1)c1ccccc1 the results were HIV RNase H inh -1.6 and RmlCD inh mix -3.6.
`CS(=O)(=O)NCc1ccc(C(=O)NCCOc2ccccc2)cc1` gave HIV RNase H inh -7.8 and RmlCD inh mix -1.5.
For O=C(Nc1ccc(N2CCCCC2)c(Cl)c1)c1ccc2c(c1)OCCO2 the results were RmlCD inh mix 0.0.
Screening O=C(O)CC(=O)Nc1ccccc1 returned RmlCD inh mix 3.4.
For COC(=O)C1=NN(c2ccc(C)cc2)C2(S1)SC(C(C)=O)=C(C)N2c1ccccc1 (stereo unspecified) the results were RmlCD inh mix -14.6.
Screening CCOc1cc(/C=C2/NC(=O)N(CC(=O)Nc3cccc(C)c3)C2=O)ccc1OC returned RmlCD inh mix 12.4.

This is a subset, so the mix of outcomes need not match the whole.
